Screens: PubChem BioAssay, several laboratories
HIV RNase H inh: inhibitors of HIV-1 reverse transcriptase RNase H; P04585; RT-RNase H RNA/DNA duplex cleavage, fluorescence; inhibition, % at 10 µM; hit rate 1.9% among 65,000; in the data active = inhibition above about 50%
RmlCD inh mix: RmlC/RmlD inhibition, mixture screen. inhibition, % at 5.5 µM. hit rate 0.39% among 110,000. AID 1532. RmlC/RmlD coupled enzyme inhibition, 384-well mixture HTS; in the data active = inhibition above about 30%, passing the limit was not always enough; note: strong numbers were not always called active
* = called active by the depositor; nt = not tested or not shown. Not all compounds are listed; rates above refer to the full screens.

canonical_smiles | HIV RNase H inh | RmlCD inh mix
Cc1ccc(S(=O)(=O)N2CCC(C(=O)N[C@@H](Cc3ccccc3)C(=O)O)CC2)cc1 | -3.9 | 63.5
O=c1[nH]c(=O)n(-c2cccc3ccccc23)c(O)c1C=NCc1ccc2c(c1)OCO2 | nt | 3.4
COc1ccnc(Oc2ccccc2)c1C(=O)N/C=N/OCc1ccc(F)cc1Cl | nt | -2.9
CCCOc1ccc(-c2nc(=S)[nH][nH]2)cc1 | nt | 5.7
Cc1ccc(SCc2[nH]nc3c2C(C(C)C)C(C#N)=C(N)O3)cc1 (centres undefined) | nt | -12.3
CCOc1cc(/C=N\NC(=O)c2ccc(NC(=O)C(C)(C)C)cc2)ccc1OC(=O)c1ccc(OC)cc1 | nt | 21.8
O=C(Nn1cnnc1)c1ccc(F)c(S(=O)(=O)N2CCCCC2)c1 | 0.4 | 4.7
O=C(Cc1ccccc1)NCCSCc1ccc(Cl)cc1 | nt | -7.3
CC(=O)C(CC(=O)N1CCCc2ccccc21)C(=O)Nc1ccc(F)cc1 (centres undefined) | nt | -13.7
Cc1ccc(NC(=O)C(c2ccc(Cl)cc2)N2CCCCC2)cc1 (centres undefined) | nt | 3.5
Cc1ccc(C)c(CN2CCC(n3nnc4cc(F)ccc43)CC2)c1 | 1.8 | 0.2
Cc1cc(NC(=O)CSc2nc3c(c(=O)n2Cc2ccccc2)SC(C)C3)no1 (centres undefined) | 6.7 | 23.5

canonical_smiles | HIV RNase H inh | RmlCD inh mix
O=C(Nc1ncc2c(n1)-c1ccccc1OC2)c1ccccc1Cl | nt | 6.4
COc1cccc(NC(=O)Cc2nnc(SCC(=O)NC(C)c3ccccc3)n2C)c1 (centres undefined) | nt | 12.0
O=C1c2ccccc2NC2(CCCCC2)N1c1ccc(O)cc1 | 2.6 | 0.1
CCc1ccc(OCC(=O)N2CCN=C2c2ccccc2)cc1 | nt | -0.5
CC(C)c1nc2oc3c(N4CCNCC4)ncnc3c2c2c1CCC2 | -13.7 | nt
COc1c(F)c(F)c(-c2csc(N)n2)c(F)c1F | -1.2 | nt
N#CC(C#N)=CC1=C2OC(c3ccccc3)=CC(c3ccccc3)=C2CCC1 | nt | 14.4
COc1ccc(OC)c(CNC(=O)CCN2C(=O)COc3ccccc32)c1 | 1.3 | -4.4
O=C(c1ccccc1)c1ccc(OC(=O)N2CCCC2)cc1 | -19.6 | 20.3
CN1CCN(C(=O)c2ccccc2NC(=O)CCN2C(=O)c3ccccc3C2=O)CC1 | -1.9 | 10.0
O=C(NCc1ccccc1)C1=C[C@@H](c2coc3ccccc3c2=O)C[C@@H](OCCCCO)O1 | nt | 7.8
COc1ccccc1OCCCn1cc(C(=O)c2ccco2)c2ccccc21 | -14.0 | -7.1

Brought forward from above: four compounds, followed by the next part.
canonical_smiles | HIV RNase H inh | RmlCD inh mix
O=C(c1ccccc1)c1ccc(OC(=O)N2CCCC2)cc1 | -19.6 | 20.3
CN1CCN(C(=O)c2ccccc2NC(=O)CCN2C(=O)c3ccccc3C2=O)CC1 | -1.9 | 10.0
O=C(NCc1ccccc1)C1=C[C@@H](c2coc3ccccc3c2=O)C[C@@H](OCCCCO)O1 | nt | 7.8
COc1ccccc1OCCCn1cc(C(=O)c2ccco2)c2ccccc21 | -14.0 | -7.1
COc1ccc2nc(NC(=O)Cn3cnc4c(=O)n(C)c(=O)n(C)c43)sc2c1 | 8.1 | -13.0
c1ccc(CSc2n[nH]c(-c3ccco3)n2)cc1 | nt | 3.6
COC(=O)c1sccc1NC(=S)N1CCCCC1 | nt | -7.2
CC(C)(C)NC(=O)C(c1cccs1)N(CC1CCCO1)C(=O)Cn1nnc(-c2cccs2)n1 (centres undefined) | 14.1 | 7.4
O=C(Cn1cnc2ccccc2c1=O)NCCC(=O)N1CCN(c2ccccc2)CC1 | -10.5 | -14.5
Fc1ccccc1/C=N/Nc1nn[nH]n1 | nt | 35.7
COC(=O)C(O)(c1c[nH]c2ccccc12)C(F)(F)F (centres undefined) | -20.1 | 4.6
Cc1ccc(NC(=O)CN2C(=O)NC(Cc3ccccc3)C2=O)cc1 (centres undefined) | -0.4 | 12.2
COc1ccc(CN=CC2=C(O)CC(C)(C)CC2=O)cc1 | -3.7 | -13.4
COc1cc(OC)cc(C(=O)n2cnnc2N)c1 | nt | 44.6
Cc1cc(C)nc(NC2=NCCN2C(=O)NC2CCCCC2)n1 | -10.3 | 3.0
COc1ccc(NC(=O)CSc2nnc(Cn3c(=O)sc4ccccc43)n2C)cc1OC | -6.0 | 8.0

canonical_smiles | HIV RNase H inh | RmlCD inh mix
CC1(C)OC(=O)CC1C(=O)NCc1ccccc1 (centres undefined) | -6.1 | -10.2
CC(C)CC(=O)Nc1ccc(F)c(Cl)c1 | 0.5 | 3.8
Cc1onc(-c2ccccc2)c1C(=O)NCCc1c[nH]c2ccccc12 | -22.9 | -47.0
COC(=O)c1c(NC(=O)c2ccco2)sc(C(=O)N2CCCC2)c1C | 1.0 | 19.1
Cc1cc2ccccc2nc1SCC(=O)N1CCCC1 | -71.7 | 4.9
O=C(O)CCS(=O)(=O)c1cccc2cccnc12 | -3.7 | 2.3
CC(C)C(OC(=O)c1cc2sccc2n1C)C(=O)NCC1CCCO1 (centres undefined) | -4.9 | 0.2
CC(C)CC(=O)N1CCC(N2CCN(c3ccccc3)CC2)CC1 | nt | 38.5
CCCc1nn(C)c2c1C(c1ccncc1)C(C#N)=C(N)O2 (centres undefined) | 19.2 | 11.1
O=C(Nc1ccc(CN2CCCCC2)cc1)c1ccc(Br)o1 | -11.1 | -20.7
Cc1cc(C)c(NC(=O)CN2C(=O)NC3(CCOc4ccccc43)C2=O)c(C)c1 (centres undefined) | nt | -13.5
O=C(Nc1ccccc1F)c1ccc(CNS(=O)(=O)c2cccc(C(F)(F)F)c2)cc1 | nt | -2.5

canonical_smiles | HIV RNase H inh | RmlCD inh mix
CC(C)(C)c1cc[n+](/C(C(=S)NC2CC2)=C(/[O-])c2ccc(Cl)s2)cc1 | nt | -9.5
CSc1cccc(NC(=O)CCCOc2ccc(Cl)cc2Cl)c1 | nt | -4.4
Cc1ccc(CNC(=O)c2cnc(-c3ccccn3)nc2C(F)(F)F)cc1 | nt | 74.8
CC1CN(S(=O)(=O)c2cccc(-c3cn4cccnc4n3)c2)CC(C)O1 (centres undefined) | -0.3 | nt
Cc1ccc(C)c(N2CCN(C(=O)CCCCn3c(=O)[nH]c4ccccc4c3=O)CC2)c1 | -20.0 | 2.5
O=C(c1ccccc1)c1c[nH]c2cc3c(cc2c1=O)OCO3 | -1.5 | -8.9
CN(CC(=O)O/N=C(\N)c1ccccn1)S(=O)(=O)c1cc(Cl)ccc1Cl | nt | -8.0
COc1ccc(-c2n[nH]c(C)c2-c2ccc(Cl)cc2)c(O)c1OC | 0.4 | -2.2
COC(=O)C1=C[C@@H](C(=O)OC)[C@@H]2C3=C(C(=O)[C@@]2(C)NC(=O)c2ccccc2)[C@H](c2ccccc2)[C@@H]2C(=O)NC(=O)[C@@H]2[C@@H]3C1 | nt | -11.4
CCCCc1nc(NCc2ccccc2)c(C#N)c2c1COC(C)(C)C2 | nt | -4.5
Cc1cc(NC(=O)C23CCC(C)(C(=O)O2)C3(C)C)no1 (centres undefined) | -2.0 | -4.4
CCCS(=O)(=O)N1CCCC(C(=O)NCCCN(CC)c2cccc(C)c2)C1 (centres undefined) | -13.8 | 2.5

canonical_smiles | HIV RNase H inh | RmlCD inh mix
COc1ccc(/C(O)=C2/C(=O)C(=O)N(Cc3cccnc3)C2c2ccccn2)cc1 (centres undefined) | 2.1 | -8.1
C=CCn1c(-c2ccccc2)n[nH]c1=S | 7.4 | -13.5
O=C(COC(=O)c1c2c(nc3ccccc13)CCCC2)c1cccs1 | nt | -277.8
COc1ccc(C2C(C(=O)OCC(=O)NC(C)(C)C)CCC(=O)N2c2ccc(C)cc2)cc1OC (centres undefined) | nt | 17.4
Fc1ccc(-c2nc3c(Cl)cc(C(F)(F)F)cn3c2Cl)cc1 | nt | 10.1
Cc1cccc(OCCCOc2cccc3cccnc23)c1C | nt | 0.1
CCOc1ccc(N2C(=O)/C(=C/c3cc(OC)c(OC)c(OC)c3)N(CC(=O)OC)C2=S)cc1 | nt | -9.3
CCc1ccccc1NC(=O)CSc1nnc([C@@H](NC(=O)OC(C)(C)C)C(C)CC)o1 (some centres undefined) | 5.5 | 7.5
O=S1(=O)CCN(Cc2cccc(Cl)c2)CC1 | nt | 6.2
COc1ccc(-c2cc(C(=O)N(C)Cc3ccccc3)no2)cc1OC | -2.1 | 5.7
COc1ccc(CNC(=O)c2cccc(N(C)C)c2)cc1 | 27.2 | -12.7
Nc1nnc(-c2ccco2)s1 | 6.8 | 0.6

canonical_smiles | HIV RNase H inh | RmlCD inh mix
COc1cc(-c2nnc(SC/C=C/c3ccccc3)n2N)cc(OC)c1OC | nt | -1.6
O=c1nc2n(c3ncccc13)CCC2 | -3.3 | 7.6
Cc1cc(C(=O)Nc2sc3c(c2C#N)CCC(C)C3)cs1 (centres undefined) | 14.7 | -14.3
O=S(=O)(NCc1ccc(Cl)cc1)c1cnc[nH]1 | -0.8 | 0.5
CCOC(=O)c1sc2nc3c(cc2c1N)COC(C(C)C)C3 (centres undefined) | nt | 4.7
N#C/C(C(=O)N1CCOCC1)=c1\s/c(=C/c2ccncc2)c(=O)n1-c1ccccc1 | 7.7 | nt
N#CNC1=NCN(CCc2ccccc2)CN1 | -0.4 | -11.0
CCOC(=O)c1c(C)nc2sc(C(=O)Nc3ccccc3)c(N)c2c1-c1ccc(OC)cc1 | nt | -7.8
COc1ccc(N2CCN(CCNC(=O)C3CC(=O)N(C4CCCC4)C3)CC2)cc1 (centres undefined) | 5.1 | -9.2
Cc1ccc(NC(=O)Cn2nnc(-c3ccccc3NC(=O)c3cccs3)n2)cc1 | nt | -10.1
O=C(O)C(Cl)Cl | nt | -3.7
COCCNC(=O)c1cc2c(=O)n3cccc(C)c3nc2n1C | -7.3 | 46.2

canonical_smiles | HIV RNase H inh | RmlCD inh mix
COc1ccc(N2CC(C(=O)Nc3ccc(S(=O)(=O)Nc4nc(C)cc(C)n4)cc3)CC2=O)cc1 (centres undefined) | 2.8 | 4.5
COc1ccc(OCCSc2nnc(CCNC(=O)c3ccc(Cl)c(Cl)c3)n2C)cc1 | nt | -9.0
Cc1nc(N2CCN(Cc3ccccc3)CC2)nc2c1C(=O)CC(c1ccco1)C2 (centres undefined) | 3.4 | 3.2
CCOc1ccccc1N(CC(=O)Nc1ccc(S(=O)(=O)N2CCOCC2)cc1)S(=O)(=O)c1ccccc1 | nt | 8.7
Cc1ccc(C)c(N2CCN(C(=O)C(Cc3ccccc3)n3cccc3)CC2)c1 (centres undefined) | nt | -5.8
CCOc1cc(C2CC(=O)c3c(ccc4ccccc34)N2)ccc1O (centres undefined) | nt | -9.6
Cc1cc(C(=O)NCCCN2CCCC2=O)no1 | -5.4 | -0.9
CCC1CCCCN1Cc1nc2c(c(=O)n(C)c(=O)n2C)n1CCC(C)C (centres undefined) | 0.3 | -11.8
O=C(Nc1ccc(Oc2ccccc2)cc1)c1ccco1 | -7.3 | 5.0
O=C(Nc1cccc(NC(=O)c2ccc(Br)o2)n1)c1ccc(Br)o1 | 48.3 | 6.7
COC1CCCCC1Nc1ccc(C)c(C)c1 (centres undefined) | nt | 13.2
Cc1ccc(/C=N/n2c(C)nnc2C)cc1 | -11.8 | 9.2

canonical_smiles | HIV RNase H inh | RmlCD inh mix
CCOC(=O)CC(/C(C)=N\O)c1ccccc1 (centres undefined) | 5.0 | 3.1
Cc1ccccc1NCc1ccccc1O | -17.9 | 6.9
CCCCn1c(/N=C/c2ccc(N(C)C)cc2)nc2ccccc21 | nt | -37.0
O=C(CSc1nnc(-c2cnccn2)n1Cc1ccco1)Nc1ccc(Br)cc1 | -31.4 | 8.8
Cc1cccc(N2CCN(C(=O)C3CCN(S(=O)(=O)c4cccc5cccnc45)CC3)CC2C)c1 (centres undefined) | -49.9 | nt
Cc1nc(CC(=O)Nc2nc(C(C)(C)C)cs2)cs1 | -6.7 | 0.3
C[C@@H]1CCC[C@]2(O[C@H](CCO)C[C@@H](O)[C@@H]2O)O1 | nt | 6.2
CC(=O)N1CCn2c3ccc(C)cc3c3cccc1c32 | nt | -9.4
O=C(Nc1ccccc1Oc1ccccc1)C1CC1 | -16.6 | 4.1
CC(NC(=O)C1CCN(c2nnc(-n3cccc3)s2)CC1)C12CC3CC(CC(C3)C1)C2 (centres undefined) | 3.1 | -6.5
Cc1cc(C)nc(-n2nc(C)c(C3(O)C(=O)Nc4ccc(F)cc43)c2N)n1 (centres undefined) | -11.6 | -11.3
O=C(/C=C/c1ccc(Br)cc1)NC1CCCCCC1 | nt | -12.3

canonical_smiles | HIV RNase H inh | RmlCD inh mix
COCCNC(=O)c1onc(CSc2cccc(C)c2)c1C(=O)O | nt | 12.6
CCCC(=O)Nc1ccc(-c2nc3cc(C)ccc3o2)cc1 | 18.5 | -22.4
O=C1c2oc3ccc(F)cc3c(=O)c2C(c2ccncc2)N1CCN1CCOCC1 (centres undefined) | -4.2 | nt
Cc1ccccc1-n1ncc2c([N+](=O)[O-])cc([N+](=O)[O-])cc21 | nt | -9.9
CCc1ccccc1NC(=O)N[C@@H](C)C(=O)OC | -6.3 | -62.5
Cc1c(C(=O)NCCCN2CCOCC2)sc2ncnc(N3CCN(c4ccccc4)CC3)c12 | -4.6 | 11.2
CC(=O)N1c2ccccc2C(=O)OC1c1cccnc1 (centres undefined) | -14.5 | 9.2
CCN(CC)CCCN(Cc1cc2cc3c(cc2[nH]c1=O)OCCO3)C(=O)Nc1ccccc1 | 27.9 | nt
CCOC(=O)CSc1nnc(CNc2ccc(Cl)cc2)n1Cc1ccccc1 | nt | -11.1
CC1=C(C(=O)O)N2C(=O)C(NC(=O)c3nn(C)cc3Cl)C2SC1 (centres undefined) | nt | -14.0
CCc1cc(=O)oc2c(CN3CCCC3)c(O)c(Cl)cc12 | -5.3 | 90.4*
